Bioassay records: PubChem BioAssay, National Center for Advancing Translational Sciences (NCATS)
3T3 cytotox: kills NIH 3T3 cells; NIH 3T3 viability, CellTiter-Glo ATP luminescence, 48-72 h; Potency, µM (series often up to 96.7 µM), without a hit: at the top dose activity change, negative = cytotoxicity, hits mostly inhibitors; 94,000 compounds, 4.3% hits; note: potency is the fitted concentration of half-maximal effect; nearly all actives have a fitted effect of over 55% in size
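Mouse fibroblast NIH 3T3 cells, 400 per well, received compound via pintool and were incubated for 48 or 72 hr prior to CellTiter-Glo ATP luminescence measurement.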
HEK cytotox: HEK 293 cell cytotoxicity; AID 1345083; Potency, µM (highest dose often 115 µM), inactives show at the highest dose activity change, negative = cytotoxicity, actives largely listed as inhibitors; 94,000 compounds, 6.6% hits; HEK 293 viability, ATP luminescence (CellTiter-Glo), 48-72 h; note: potency is the fitted concentration of half-maximal effect; nearly all actives have a fitted effect of over 60% in size
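Cells seeded first (HEK 293, 250 cells/well), then compound added by pintool. Incubation ran 48 or 72 hr at 37 degree Celsius. CellTiter-Glo was added and luminescence imaged after 10 min at room temperature.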
GPT2 inhibitor: inhibitors of human GPT2 alanine aminotransferase | Recombinant GPT2, coupled pyruvate oxidase/HRP Amplex Red fluorescence | 100,000 compounds, 0.25% hits | Potency, µM (doses to about 57.7 µM), for inactives: top-dose activity change, negative = inhibition, most hits filed as inhibitors | AID 1671188 | Q8TD30; note: potency is the fitted concentration of half-maximal effect; nearly all actives have a fitted effect of over 60% in size; many of its hits are not listed in these tables
Target sequence (Q8TD30 whole entry, looked up): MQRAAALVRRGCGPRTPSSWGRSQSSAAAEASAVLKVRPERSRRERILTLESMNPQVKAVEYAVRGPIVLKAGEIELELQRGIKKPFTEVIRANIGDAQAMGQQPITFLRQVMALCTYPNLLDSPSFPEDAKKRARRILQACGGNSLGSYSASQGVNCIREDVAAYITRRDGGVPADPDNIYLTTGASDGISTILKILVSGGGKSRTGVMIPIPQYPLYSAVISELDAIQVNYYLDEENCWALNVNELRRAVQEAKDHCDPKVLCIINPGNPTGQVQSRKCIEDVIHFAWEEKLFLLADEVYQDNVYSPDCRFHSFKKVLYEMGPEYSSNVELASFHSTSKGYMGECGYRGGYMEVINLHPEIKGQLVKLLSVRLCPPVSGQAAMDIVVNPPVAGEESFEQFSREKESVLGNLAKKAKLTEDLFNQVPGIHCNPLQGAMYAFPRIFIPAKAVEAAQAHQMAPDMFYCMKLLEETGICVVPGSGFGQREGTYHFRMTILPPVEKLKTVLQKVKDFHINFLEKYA
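GPT2 10ng/uL, a-KG 250uM, L-Ala 2mM, HEPES pH7.5 + 0.0001% Tween; 30 min RT. Then Amplex mix (PO/HRP/ThPP), 30 min RT dark, fluorescence. AOA 50uM used as positive control.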
SNCA viab count: counter-screen for SNCA expression inhibitors: cell viability. 150,000 compounds, 0.12% hits. HEK-293-SNCA-luc viability, GF-AFC fluorescence, 24 h. Potency, µM (highest dose often 57.1 µM), inactives show at the highest dose activity change, negative = cytotoxicity, actives largely listed as cytotoxic;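 note: potency is the fitted concentration of half-maximal effect; 0% = DMSO-treated cells and -100% = medium-only wells without cells; nearly all actives have a fitted effect of over 30% in size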
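Cytotoxicity counterscreen: after 24 h compound treatment of genome-edited SNCA-luciferase HEK-293 cells, live-cell protease substrate GF-AFC read by fluorescence after 30 min; activity scaled between DMSO (0%) and medium-only (-100%), curves Hill-fitted.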
Luciferase inh: Photinus pyralis luciferase inhibition; P08659; purified P. pyralis luciferase, luminescence, biochemical; Potency, µM (titrated, usually from 115 µM), for inactives: top-dose activity change, negative = inhibition, usual class: inhibitors; 76,000 compounds, 2.5% hits; AID 1347043; note: potency is the fitted concentration of half-maximal effect; nearly all actives have a fitted effect of over 65% in size
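Purified 10nM P. pyralis luciferase with 10uM D-luciferin and 10uM ATP in 50mM Tris acetate pH 7.5, 10mM Mg acetate, 0.01% Tween-20, 0.05% BSA. qHTS titration; luminescence read by CCD imager.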
IP6K1 inh: inhibitors of human IP6K1; Q92551; IP6K1 kinase, ADP-Glo luminescence, 2 h; active compounds read low; activity change, % (series mostly up to about 58 µM); 140,000 compounds, 0.81% hits; in the data active = activity change below about -25%
Target sequence (Q92551 whole entry, looked up): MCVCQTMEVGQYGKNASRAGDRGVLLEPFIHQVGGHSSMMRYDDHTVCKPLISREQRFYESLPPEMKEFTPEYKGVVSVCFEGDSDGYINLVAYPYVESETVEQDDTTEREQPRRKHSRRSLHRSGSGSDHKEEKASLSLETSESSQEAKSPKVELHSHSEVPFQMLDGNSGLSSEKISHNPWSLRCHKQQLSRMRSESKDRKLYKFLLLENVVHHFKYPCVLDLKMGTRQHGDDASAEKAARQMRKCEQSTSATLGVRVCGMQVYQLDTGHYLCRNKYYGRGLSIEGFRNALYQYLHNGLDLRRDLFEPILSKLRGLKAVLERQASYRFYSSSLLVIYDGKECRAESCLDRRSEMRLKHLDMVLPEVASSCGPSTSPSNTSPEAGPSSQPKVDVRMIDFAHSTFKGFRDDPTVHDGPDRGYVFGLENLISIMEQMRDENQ
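ADP-Glo luminescence measures ADP made by human IP6K1 during a 2 h RT reaction with ATP/IP6 (mix at 1.3 mM/130 uM); top library doses 57.5 and 19.1 uM final.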
SNCA expr inhib: inhibitors of alpha-synuclein (SNCA) gene expression | HEK-293 SNCA-luciferase knock-in, luminescence, 24 h | Potency, µM (highest dose often 57.2 µM), without a hit: top-dose activity change, negative = inhibition, most hits filed as inhibitors | 140,000 compounds, 0.17% hits;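 note: potency is the fitted concentration of half-maximal effect; plate controls were DMSO cells for no effect and cell-free wells for full effect; nearly all actives have a fitted effect of over 45% in size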
Active calls of the source: *; i = inactive; ? = inconclusive; / = no result given; & = joins results of further samples; ! = repeats disagree; [ ] = remark or other dose. Unless noted, calls come from the whole dose curve; as a rule, active = well fitted curve in the direction sought with a large enough effect; inconclusive = small, poorly fitted or top-dose-only effect, or another doubt; inactive = no such curve, though single readings can be large; an effect the other way counts as inactive or inconclusive. Unless noted, % is set by controls: 0 for no effect and ±100 for the full control effect.

Value order – 3T3 cytotox	HEK cytotox	GPT2 inhibitor	SNCA viab count	Luciferase inh	IP6K1 inh	SNCA expr inhib
- Cc1ccsc1C(=O)N1[C@H]2CC[C@@H]1c1cnc(-c3ccccc3)nc1C2
    ?	10µM*	i	-6%	/	-7	-21%
- Cc1c(C(c2ccc(Cl)cc2Cl)c2c(O)c3ccccc3oc2=O)c(=O)n(-c2ccccc2)n1C (configuration not stated)
    /	/	/	-19%	/	-1	-12%
- CCOC(=O)[C@H]1CN(C(=O)COc2ccccc2)[C@]2(C)C(=O)N(CCOC(C)=O)c3ccccc3[C@H]12
    ?	?	/	/	/	-7	/
- CN1CCN(C(=O)O[C@H]2c3nccnc3C(=O)N2c2ccc(Cl)cn2)CC1
    /	/	-6%&-5%	3%	/	40	-2%
- O=c1[nH]c2ccccc2n1C1CCNCC1
    /	/	0%	-14%[23.9 µM]	/	0	-14%[25.6 µM]
- Fc1cccc(CC2CCOC3(CCNCC3)C2)c1 (configuration not stated)
    ?	?	3%	-8%	5%	-4	-3%
- Cn1nc(-c2cccs2)cc1[C@H]1CN2CC[C@H]1C[C@@H]2CNC(=O)NCc1ccccc1
    -30%	-15%	-4%	5%	1%	-7	?
- CCc1nc(C)c(C(=O)N2C[C@@H](c3ccc(F)cc3)[C@@H]3[C@H]2C2CCN3CC2)o1
    -26%	i	-2%	-12%	-5%	-5	-10%
- COC1CC(O[C@H]2CC[C@@]3(C)C(CCC4C3CC[C@]3(C)[C@@H](C5=CC(=O)OC5)CC[C@]43O)C2)OC(C)C1O (some centres not stated)
    /	/	i	15%[23.9 µM]	/	28	/
- CC(=O)c1ccc(NC(=O)NC[C@H]2C[C@@H]3CCN2C[C@@H]3CN2CCN(C)CC2)cc1
    -23%[174 µM]	-22%[172 µM]	0%[88.5 µM]	10%[87.6 µM]	4%[172 µM]	9	26%[87.6 µM]
- CN(C)CCc1c[nH]c2cccc(OP(=O)(O)O)c12
    /	/	1%[88.5 µM]	73%	/	-9	-2%
- CCCCS(=O)(=O)N1C[C@@H](c2ccc3c(c2)OCO3)[C@@H]2[C@H]1C1CCN2CC1
    -24%	-23%	-29%	6%	-4%	-3	-14%
- COc1cc(C(c2c(O)c3ccccc3oc2=O)c2c(C)n(C)n(-c3ccccc3)c2=O)ccc1OCC(=O)O (configuration not stated)
    /	/	/	18%	/	2	-6%
- O=C1NCCCCCN(Cc2cccnc2)[C@H]2CCC[C@@H]12
    ?	-12%	1%	4%	-2%	-5	9%
- COc1ccccc1-c1cc([C@H]2CN3CC[C@H]2C[C@@H]3CNC(=O)C2CCCCC2)n(C)n1
    -24%	?	-4%	5%	3%	3	-19%
- CC(C)NC(=O)[C@H]1CN2CC[C@H]1C[C@@H]2Cn1cc(C2(O)CCCC2)nn1
    4%[174 µM]	3%[172 µM]	-4%[88.5 µM]	4%[87.6 µM]	12%[172 µM]	-8	-5%[87.6 µM]
- CC(C)[C@]12O[C@H]1[C@@H]1O[C@]13[C@]1(O[C@H]1C[C@H]1C4=C(CC[C@@]13C)C(=O)OC4)[C@@H]2O
    /	/	-2%	?	/	5	/
- COC(=O)c1cncn1C(C)c1ccccc1 (configuration not stated)
    /	/	1%	-2%[23.9 µM]	/	12	-32%[25.6 µM]
- O=C(O)c1ccc(=O)[nH]c1
    /	/	i	-11%[23.9 µM]	/	24	-46%[25.6 µM]
- Cc1ccc([C@@H]2CN(C(=O)c3ccco3)[C@@H]3C4CCN(CC4)[C@@H]32)cc1
    -8%	-13%	-6%	0%	-5%	-4	26%
- COCCC(=O)N1[C@H]2CC[C@@H]1c1cnc(C)nc1C2
    -1%	-3%	i	18%	-2%	9	11%
- O=C(O)C1=NOC2CN(Cc3cncs3)CC12 (configuration not stated)
    i	4%[172 µM]	-18%[88.5 µM]	-7%[87.6 µM]	/	1	-15%[87.6 µM]
- CN1Cc2ccccc2-n2ccnc2C12CCN(C(=O)c1ccc(F)cc1)CC2
    ?	-9%	i	-2%	-5%	19	-21%
- CC(=O)NCCCOc1ccc(C(=O)N2CCC(N3C(=O)CCc4ccccc43)CC2)cc1
    /	/	-8%	-26%	/	7	/
- COCC1CN(C)CC12CCN(Cc1ccncc1)CC2 (configuration not stated)
    -12%	i	i	-7%	2%	31	?
- C=C[C@H]1CN2CC[C@H]1C[C@@H]2CNC(=O)C(CC)CC
    i	-3%[230 µM]	-6%[88.5 µM]	1%[87.6 µM]	-1%[230 µM]	1	25%[87.6 µM]
- O=C(Nc1ccc2n(c1=O)C[C@H]1C[C@@H]2CN(C(=O)Nc2ccccc2)C1)c1ccncc1
    ?	0%[172 µM]	-25%[88.5 µM]	0%[87.6 µM]	-6%[172 µM]	14	49%[activator][87.6 µM]
- C=C1[C@@H](C)[C@H]2[C@H](Cc3ccccc3)NC(=O)[C@]23[C@H](OC(C)=O)/C=C/[C@](C)(O)C(=O)[C@@H](C)C/C=C/[C@H]3[C@@H]1O
    /	/	-11%	-33%	/	10	/
- Cc1[nH]nc2ccc(-c3cncc(OC[C@@H](N)Cc4c[nH]c5ccccc45)c3)cc12
    /	/	?	19µM*!	/	5	0.11µM*
- O=C(NC1CCCCC1)[C@H]1CN2CC[C@H]1C[C@@H]2Cn1cc(C2(O)CCCC2)nn1
    -5%[174 µM]	-2%[172 µM]	-7%[88.5 µM]	4%[87.6 µM]	1%[172 µM]	8	?

Grouped by structure: the compounds so far with a halogen.
Value order – 3T3 cytotox	HEK cytotox	GPT2 inhibitor	SNCA viab count	Luciferase inh	IP6K1 inh	SNCA expr inhib
- Cc1c(C(c2ccc(Cl)cc2Cl)c2c(O)c3ccccc3oc2=O)c(=O)n(-c2ccccc2)n1C (configuration not stated)
    /	/	/	-19%	/	-1	-12%
- CN1CCN(C(=O)O[C@H]2c3nccnc3C(=O)N2c2ccc(Cl)cn2)CC1
    /	/	-6%&-5%	3%	/	40	-2%
- Fc1cccc(CC2CCOC3(CCNCC3)C2)c1 (configuration not stated)
    ?	?	3%	-8%	5%	-4	-3%
- CCc1nc(C)c(C(=O)N2C[C@@H](c3ccc(F)cc3)[C@@H]3[C@H]2C2CCN3CC2)o1
    -26%	i	-2%	-12%	-5%	-5	-10%
- CN1Cc2ccccc2-n2ccnc2C12CCN(C(=O)c1ccc(F)cc1)CC2
    ?	-9%	i	-2%	-5%	19	-21%

(cont.)
Value order – 3T3 cytotox	HEK cytotox	GPT2 inhibitor	SNCA viab count	Luciferase inh	IP6K1 inh	SNCA expr inhib
- CSCC(=O)Nc1ccc(=O)n2c1[C@@H]1C[C@@H](CN(C(=O)c3ccc(F)cc3)C1)C2
    -9%[174 µM]	3%[172 µM]	-25%[88.5 µM]	0%[87.6 µM]	0%[172 µM]	23	-27%[87.6 µM]
- COc1ccc(C(=O)NC[C@H]2C[C@@H]3CCN2C[C@@H]3c2cc(-c3ccccc3)nn2C)cc1
    89µM*	89µM*	3%[88.5 µM]	-2%[87.6 µM]	-4%[172 µM]	0	-14%[87.6 µM]
- COc1ccc(C(=O)N2C[C@@H]3C[C@H](C2)c2ccc(NC(=O)CN(C)C)c(=O)n2C3)cc1
    -11%[174 µM]	-1%[172 µM]	i	-16%[87.6 µM]	1%[172 µM]	-9	-9%[87.6 µM]
- CC(=O)O[C@H]1CC[C@H]2[C@@H]3CC[C@H]4CC(=O)C=C(C)[C@]4(C)[C@H]3CC[C@]12C
    /	/	-20%	23%	/	-21	/
- c1ccc(Nc2cc3c(cn2)CN(CC2CC2)CCN3)cc1
    ?	35µM*	4%[88.5 µM]	?	35µM*	-16	65%[activator][87.6 µM]
- Cn1cccc1CN1CCC2(COc3ccncc3[S+](=O)([O-])N2)C1 (configuration not stated)
    -2%	-8%	i	-7%	/	17	2%
- N#Cc1ccc(C(=O)N2C[C@@H]3C[C@H](C2)c2c(-c4cccs4)ccc(=O)n2C3)cc1
    -20%[174 µM]	-28%[172 µM]	-4%[88.5 µM]	-1%[87.6 µM]	-2%[172 µM]	10	0%[87.6 µM]
- Oc1ccc2c3c1O[C@H]1[C@@H](O)C=C[C@H]4[C@@H](C2)NCC[C@@]341
    /	/	?	31%	/	8	-14%
- CCCCCn1cc(C(=O)c2cccc3ccccc23)c2ccccc21
    /	/	-12%	0%	/	12	/
- c1ccc(C2=NOC3(CCCN(CC4CCCCC4)C3)C2)nc1 (configuration not stated)
    -7%	-18%	i	-3%	/	1	-13%
- CN(C)Cc1cn(C[C@H]2CC3CCN2C[C@@H]3C(=O)NCc2ccc3c(c2)OCO3)nn1 (some centres not stated)
    -9%[174 µM]	1%[172 µM]	-9%[88.5 µM]	7%[87.6 µM]	-4%[172 µM]	8	-8%[87.6 µM]
- O=C(NC[C@H]1C[C@@H]2CCN1C[C@@H]2CN1CCCC1)c1ccccc1
    ?	?	0%[88.5 µM]	-7%[87.6 µM]	-3%[172 µM]	8	5%[87.6 µM]
- O=S(=O)(c1ccc(Cl)cc1)c1ccc(Cl)cc1
    /	/	-3%[88.5 µM]	44%	/	-15	-32%
- COc1cc2c(cc1OCC1CC1)NC(=O)C21CCN(C(=O)c2cccc(O)c2)CC1
    -22%[138 µM]	?	-10%[88.5 µM]	6%[87.6 µM]	-11%[172 µM]	-14	5%[87.6 µM]
- Cc1nc(-c2ccccc2)cc([C@H]2CN3CC[C@H]2C[C@@H]3CNC(=O)C2CC2)n1
    -23%[174 µM]	-12%[172 µM]	?	2%[87.6 µM]	-7%[172 µM]	-3	-38%[87.6 µM]
- FC(F)(F)CN1C2CCC1CN(c1ccc(Cl)nn1)C2
    1%	i	-3%	1%	/	0	2%
- Cc1cc(NC(=O)c2cccn(Cc3cccc([N+](=O)[O-])c3)c2=O)no1
    /	/	/	7%	/	-20	-3%
- C#CCN(C)C[C@H]1CN2CC[C@H]1C[C@@H]2CNS(=O)(=O)c1ccc(C)cc1
    -18%[174 µM]	-15%[172 µM]	1%[88.5 µM]	-3%[87.6 µM]	-8%[172 µM]	-13	-26%[87.6 µM]
- O=C(c1cccs1)N1CC(CO)C2(CCNCC2)C1 (configuration not stated)
    -19%	0%	1%	0%[12.5 µM]	-10%	4	24%
- COC(=O)c1ccc(NC(=O)c2cccn(Cc3ccccc3C)c2=O)cc1
    /	/	/	-2%	/	-6	1%
- COC1=CC(=O)O[C@@H](/C=C/c2ccccc2)C1
    /	/	3%	1%	/	-5	/

Only part of the results is shown (hit frequency here may not be typical).
